Bioassay records from PubChem BioAssay.
FEN1 inhibitor = inhibitors of human flap endonuclease 1; Potency, µM (highest dose often 114 µM), for the others: at the top dose activity change, negative = inhibition, usual class: inhibitors; P39748; 390,000 tested, 0.35% active; Recombinant FEN1 flap cleavage, fluorescence, 15 min; AID 588795; further: nearly all actives have a fitted effect of over 65% in size
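Quantitative HTS format: each compound was titrated, incubated with 10 nM nuclease for 15 min at room temperature, then challenged with flap substrate at 50 nM final. Signal change over 15 min gave concentration–effect curves.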
DT40 TDP1 CPT = growth inhibition of DT40 Tdp1-/-;hTDP1 cells with camptothecin (screen for TDP1 inhibitors); chicken DT40 Tdp1-/-;hTDP1 cells + 20 nM CPT, ATP luminescence, 48 h; Potency, µM (titrated, usually from 46.2 µM), for inactives: at the highest dose activity change, negative = growth inhibition, most hits filed as inhibitors; 420,000 tested, 12% active; AID 686979; further: nearly all actives have a fitted effect of over 55% in size
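Cell growth measured by CellTiter-Glo luminescence after a minimum 48 h, 37 C compound exposure with 20 nM CPT in Tdp1-knockout DT40 cells stably expressing hTDP1, seeded 400/well; qHTS titration format.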
KAT2A inh = GCN5L2 (KAT2A) acetyltransferase inhibition; AID 504327; GCN5L2 HAT assay, ThioGlo1 CoA-SH fluorescence; Q92830; 390,000 tested, 0.21% active; Potency, µM (highest dose often 58.9 µM), inactives show at the top dose activity change, negative = inhibition, most hits filed as inhibitors
Target sequence (Q92830 whole entry, looked up): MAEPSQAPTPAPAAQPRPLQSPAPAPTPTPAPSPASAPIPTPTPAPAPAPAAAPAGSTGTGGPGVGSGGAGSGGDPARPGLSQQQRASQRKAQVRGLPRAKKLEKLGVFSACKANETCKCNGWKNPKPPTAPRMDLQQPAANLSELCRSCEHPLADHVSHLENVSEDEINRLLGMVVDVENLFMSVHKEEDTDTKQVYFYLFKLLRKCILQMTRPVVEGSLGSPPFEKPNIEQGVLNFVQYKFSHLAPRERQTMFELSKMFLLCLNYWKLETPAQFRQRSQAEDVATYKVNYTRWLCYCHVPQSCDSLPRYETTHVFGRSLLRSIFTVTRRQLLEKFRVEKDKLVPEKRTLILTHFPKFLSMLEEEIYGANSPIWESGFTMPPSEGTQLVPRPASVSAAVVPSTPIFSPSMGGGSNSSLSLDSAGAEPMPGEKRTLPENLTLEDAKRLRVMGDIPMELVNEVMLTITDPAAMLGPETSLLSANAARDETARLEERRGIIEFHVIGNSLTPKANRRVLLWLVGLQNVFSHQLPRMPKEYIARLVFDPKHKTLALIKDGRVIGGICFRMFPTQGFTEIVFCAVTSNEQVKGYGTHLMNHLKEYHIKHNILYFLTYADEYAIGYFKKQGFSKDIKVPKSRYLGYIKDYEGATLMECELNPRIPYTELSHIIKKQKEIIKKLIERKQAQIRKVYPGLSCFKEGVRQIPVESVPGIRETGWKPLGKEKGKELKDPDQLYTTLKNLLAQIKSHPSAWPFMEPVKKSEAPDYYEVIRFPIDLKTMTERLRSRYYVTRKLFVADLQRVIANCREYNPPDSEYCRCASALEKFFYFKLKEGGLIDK
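Titration-based screen in which CoA formation is detected via maleimide probe ThioGlo1 (50uM) turning fluorescent on thiol reaction; substrates H3(1-25) 75uM and acetyl-CoA 70uM, GCN5L2 20nM, 20 min incubation at room temperature.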
The depositor's hits bear a star; ? = inconclusive; . = not tested or not shown; & = joins results of further samples; [ ] = another dose, or the depositor's remark. The call rests on the fitted dose curve; in most records, active means well fitted curve in the direction sought with a large enough effect; inconclusive means small, poorly fitted or top-dose-only effect, or another doubt; inactive means no such curve, though single readings can be large; an effect the other way counts as inactive or inconclusive. On the % scale 0 is the no-effect control and ±100 the full control effect; potency means the concentration at half of the fitted maximal effect. These rows are one share of the data; the hit share may differ from the screen's.

Molecule	FEN1 inhibitor	DT40 TDP1 CPT	KAT2A inh
O=C(CNS(=O)(=O)c1cccs1)N1CCN(c2ccccc2F)CC1	-2%&-3%	1%&-5%	0%&-7%
CN(CC(=O)NCC1CCCCC1)S(=O)(=O)c1ccc(Cl)cc1	1%	-10%	-5%
COc1cccc(-n2ccn(CC(=O)Nc3ccccc3F)c(=O)c2=O)c1	20%	?	0%
COc1cc(-c2noc(C3CC(=O)N(c4ccc5c(c4)OCCO5)C3)n2)cc(OC)c1OC (configuration not stated)	-15%	?	-1%
CN(C)c1ccc(-c2cncnc2NCc2ccccc2)cc1	.	-30%	-9%
CCCCn1c(SCC(=O)N2CCCC2=O)nc2cc(S(N)(=O)=O)ccc21	-1%	-16%	-28%
CCCCOC(=O)c1c(N)n(-c2ccc(OC)cc2OC)c2nc3ccccc3nc12	-1%	12µM*	2%
COc1cc(-c2cc(C(=O)Nc3cc(S(=O)(=O)N4CCOCC4)ccc3C)c3ccccc3n2)cc(OC)c1OC	1%	16µM*	?
Cc1c(OCC(=O)N2CCC(C(=O)O)CC2)ccc2c1oc(=O)c1ccccc12	-9%	6%	?
COc1ccc(OCC(=O)OCC(=O)NC2CCCCC2C)cc1 (configuration not stated)	22%	-2%	-6%
O=C(/C=C/c1ccc(O)cc1)c1ccccc1	3%	-25%	-25%
COC(=O)c1sc(NC(=O)c2ccco2)c(C#N)c1C	-18%	-18%	-4%
COc1ccc(NC(=O)Cc2ccc(-c3ccccc3)cc2)cn1	-5%	13µM*	0%
Cc1ccc(NC(=O)n2ncc3c(C)cccc32)cc1F	-6%	9%	3%
CCCCn1c(SCC(=O)NCc2ccc3c(c2)OCO3)nnc1C(CC)N(C)C (configuration not stated)	5%	-12%	-18%
CCCC1C2C(=O)N(c3cccc(C)c3)C(=O)C2ON1c1ccccc1 (configuration not stated)	0%	-7%	-8%
Cn1c(SCC(=O)N2CCCC2)nnc1-c1cccs1	-2%	-4%	-3%
COc1ccc(OC)c(NC(=O)CNC(c2ccccc2)c2ccccc2)c1	5%	?	-25%
CS(=O)(=O)N(Cc1ccccc1Cl)c1ccc(C(=O)NCc2cccnc2)cc1	-11%	23µM*	-13%
Cc1ccc(-c2nn(-c3ccccc3)cc2C(N)=O)o1	1%	-10%	-8%
O=C1N[C@H](Cc2ccccc2)C(=O)N[C@H]1Cc1cn(S(=O)(=O)c2ccccc2)c2ccccc12	-15%	13µM*	.
CC(C)c1ccc(NC(=O)C2CCCN(S(=O)(=O)c3ccc4[nH]c(=O)ccc4c3)C2)cc1 (configuration not stated)	9%	12µM*	-11%
O=C(NCc1nnc(SCC(=O)N2CCN(c3ccccc3)CC2)o1)c1ccco1	-6%	-13%	-5%
Nc1c(C(=O)NCCc2ccccc2)sc2nc(N3CCOCC3)c3c(c12)CCCC3	8%	16µM*	-16%
Brc1ccc(OCc2ccccc2)c(CNCC2CCCO2)c1 (configuration not stated)	18%	?	-3%
O=C(Nc1ccc(F)cc1)N(CCCN1CCOCC1)Cc1cc2cc3c(cc2[nH]c1=O)OCCO3	-3%	8.2µM*	2%
CCOC(=O)COc1ccc(CC)cc1C(=O)c1ccn2nc(-c3ccccc3)cc2n1	15%	15µM*	0%
CCn1cc(/C=C(\NC(=O)c2cc(OC)c(OC)c(OC)c2)C(=O)NCCCN2CCOCC2)c2ccccc21	16%	5%	-4%
COc1ccc(/C(C)=N/Nc2nc(C)cc(-c3ccccc3)n2)cc1	1%	4.1µM*	.
O=C(NCC(=O)N(c1ccc2c(c1)OCCO2)C(C(=O)NC1CCCC1)c1ccco1)c1ccco1 (configuration not stated)	-2%	-26%	-4%
COc1ccc(N=Cc2c(O)[nH]c3ccccc23)cc1	11%	?	-7%
Cc1ccc(NC(=O)c2ccccc2Br)cc1S(=O)(=O)N(C)C	11%	-7%	-9%
COc1ccc(C(=O)NNC(=S)NC(=O)/C=C/c2cccs2)cc1	15%	?	1%
CCC(C)c1ccccc1N1CC(C(=O)Nc2ccc(S(=O)(=O)N3CCOCC3)cc2)CC1=O (configuration not stated)	1%	23µM*	-3%
COC1C[C@@H](O[C@@H]2C(C)C(=O)OC(C)C(C)[C@H](OC(C)=O)C(C)C(=O)[C@@]3(CO3)CC(C)C(OC3OC(C)CC(N(C)C)[C@H]3OC(C)=O)C2C)OC(C)[C@@H]1OC(C)=O (some centres not stated)	.	4%	9%
Cc1ccc(-n2ncc3c(N4CCN(Cc5ccccc5)CC4)ncnc32)cc1Cl	-4%	8.2µM*	-18%
COc1ccc(N(CC(O)CN2C(=O)NC(C)(C)C2=O)S(=O)(=O)c2ccccc2)cc1 (configuration not stated)	-4%	-12%	-4%
CN(CCOc1ccc(-c2ccn(S(=O)(=O)c3cccc4ccccc34)n2)cc1)c1ccccn1	1%	-21%	3%
COc1ccc(NC(=O)Cc2ccsc2)c(OC)c1	6%	-12%	-2%
CCc1ccccc1N(CC(=O)Nc1cccnc1)S(=O)(=O)c1ccccc1	-10%	-10%	-23%
O=C(Nc1ccc(Cl)cn1)c1cccc2ccccc12	15%	5.2µM*	-18%
O=C(CO/N=C/c1ccc(OC(F)F)cc1)NC1CCCCCC1	1%	?	3%
c1ccc2c(c1)Sc1ccccc1N2CCN1CCCC1	.	?	-2%
COc1cc(/C=N/NC(=O)COc2cccc(F)c2)ccc1OS(=O)(=O)c1ccc(C)cc1	-7%	18µM*	-5%
CCOC(=O)c1c(C)[nH]c(C)c1S(=O)(=O)N1CCC(C(=O)NCc2ccc(N(C)C)cc2)CC1	0%	-12%	-2%
COC(=O)[C@]1(C)N[C@H](c2ccc(-c3ccc(Cl)c(Cl)c3)cc2)[C@@H]2C(=O)N(C)C(=O)[C@@H]21	1%	?	-16%
COc1ccccc1CNc1nc(-c2ccco2)nn1S(=O)(=O)c1ccc2ccccc2c1	-3%	?	-18%
COc1ccc(CNC(=O)C(=O)NCC2OCCN2S(=O)(=O)c2ccc(C)cc2)cc1 (configuration not stated)	14%	?	2%
O=C(c1c2c(nc3ccccc13)C(=O)N(C1CCCCC1)C2)N1CCN(c2ccc(F)cc2)CC1	17%	21µM*	31%[activator]
CC(C)C(NC(=O)CCNC(=O)c1ccc(C(C)(C)C)cc1)c1nc2ccccc2[nH]1 (configuration not stated)	11%	?	-5%
COC(=O)c1cc(Br)c(=O)n(CCC2=CCCCC2)c1	4%	21µM*	0%
O=C1NCC(COc2cccc3ccccc23)O1 (configuration not stated)	2%	6%	2%
CSc1ncccc1C(=O)NC1CCN(Cc2ccccc2)CC1	-7%	-3%	-6%
CCOC(=O)CNC(=O)CSc1nnc(CCc2nc3ccccc3[nH]2)n1C	-4%	4%	-1%
Cc1cccc(NC(=S)NNC(=S)NC2CCCCC2)c1C	14%	-11%	-6%
COc1ccccc1Cn1c(CNS(=O)(=O)c2cccc([N+](=O)[O-])c2)nc2cccnc21	14%	21µM*	-3%
O=C(Cc1cccs1)Nc1ccc(S(=O)(=O)N2CCCC2)cc1	-17%	-16%	1%
COc1ccc(N2C(=O)C(Cl)=C(Nc3ccccc3O)C2=O)cc1	-13%	?	-2%
CCOC(=O)CCCNC(=O)CN1C(=O)NC2(CCCCCC2)C1=O	-13%	16%	-6%
O=C(c1sc2cc(Cl)ccc2c1Cl)N1CCN(CCc2ccccn2)CC1	17%	-22%	0%

(cont.)
Molecule	FEN1 inhibitor	DT40 TDP1 CPT	KAT2A inh
COc1ccc(Cl)cc1NC(=O)c1cc(-c2ccccc2O)n[nH]1	-8%	?	2%
CN(C)c1ccc(P(=O)(OCc2ccccc2)C(O)c2ccncc2)cc1 (configuration not stated)	0%	4%	-3%
COc1c(C)cc(S(=O)(=O)NCc2ccccn2)c(C)c1C	3%	9%	-16%
Cc1nn(C(=O)c2ccc([N+](=O)[O-])cc2)c(C)c1Br	-1%	-1%	-4%
COc1cccc(C(=O)Nc2nc(C)cs2)c1	-3%	-18%	-3%
COc1ccccc1NC(=O)CNC(=O)CC12CC3CC(CC(C3)C1)C2	-6%	1.6µM*	-2%
Oc1c(CN2CCOCC2)cc(CN2CCOCC2)c(O)c1O	?	18µM*	.
CCC(CC)C(=O)N=C1SC2CS(=O)(=O)CC2N1CCc1ccc(OC)cc1 (configuration not stated)	-1%	-17%	2%
C=C(C)C1Cc2cc3ccc(=O)oc3cc2O1 (configuration not stated)	7%	8%	0%
CN(C)c1ccc(S(=O)(=O)NCC(=O)OCC(=O)Nc2cccc(Cl)c2)cc1[N+](=O)[O-]	-15%	-27%	-15%
Cc1ccc(-n2ncc(C(=O)Nc3cc(Cl)ccc3C)c2C2CCNCC2)cc1C	2%	16µM*	-4%
CCc1ccc(-c2cc(C)no2)cc1S(=O)(=O)Nc1ccc(C)cn1	-3%&-9%	?	-8%&-1%

Some of these compounds in order of SMILES length, ascending:
Molecule	FEN1 inhibitor	DT40 TDP1 CPT	KAT2A inh
COc1c(C)cc(S(=O)(=O)NCc2ccccn2)c(C)c1C	3%	9%	-16%
CCC(CC)C(=O)N=C1SC2CS(=O)(=O)CC2N1CCc1ccc(OC)cc1 (configuration not stated)	-1%	-17%	2%
CN(C)c1ccc(S(=O)(=O)NCC(=O)OCC(=O)Nc2cccc(Cl)c2)cc1[N+](=O)[O-]	-15%	-27%	-15%

New compounds follow
Molecule	FEN1 inhibitor	DT40 TDP1 CPT	KAT2A inh
COC(=O)c1ccc(NC(c2ccc(Cl)cc2)P(=O)(OC)OC)cc1 (configuration not stated)	-13%	-26%	15%
Fc1ccc(-n2nnnc2-c2ccccc2Cl)cc1	-20%	-5%	0%
Cc1cc(-c2csc(N)n2)c(C)n1Cc1ccccc1	-3%	-22%	?
COc1cc(CNCCc2ccc(F)cc2)ccc1OCc1ccc(Cl)nc1	-2%	18µM*	-7%
O=c1[nH]c(/C=C/c2ccccc2Cl)nc2ccccc12	-19%	16µM*	-2%
O=C(Cc1cccc2ccccc12)Nc1ccc(Br)cc1C(=O)O	-17%	?	-6%
COc1ccc(OCC(=O)NNC(=S)NC(=O)C2CC2)cc1	24%	16µM*	2%
O=C1NC2(CCCCC2)C(=O)N1CCS(=O)(=O)Oc1ccc(Br)cc1	9%	-22%	-5%
Cc1ccn2c(Nc3ccc(F)cc3)c(-c3ccc(C)o3)nc2c1	1%	16µM*	1%
COc1ccc(OC)c(NC2=C(Cl)C(=O)N(Cc3ccccc3)C2=O)c1	-1%	?	-10%
O=C(NC1CCCc2ccccc21)c1ccc(CNc2c(N3CCOCC3)c(=O)c2=O)cc1 (configuration not stated)	-6%	11%	-2%
O=C(CCC1N=C2c3ccccc3N=C(SCC(=O)Nc3ccccc3F)N2C1=O)NCc1ccccc1 (configuration not stated)	-22%	?	-2%
O=C(NC(=S)Nc1cccc2ncccc12)c1ccccc1	14%	?	2%
O=C(Nc1nnc(-c2ccco2)o1)c1ccc(S(=O)(=O)N2CCOCC2)cc1	-7%	?	-8%

By substructure: the compounds so far containing fluorine.
Molecule	FEN1 inhibitor	DT40 TDP1 CPT	KAT2A inh
O=C(CNS(=O)(=O)c1cccs1)N1CCN(c2ccccc2F)CC1	-2%&-3%	1%&-5%	0%&-7%
COc1cccc(-n2ccn(CC(=O)Nc3ccccc3F)c(=O)c2=O)c1	20%	?	0%
Cc1ccc(NC(=O)n2ncc3c(C)cccc32)cc1F	-6%	9%	3%
O=C(Nc1ccc(F)cc1)N(CCCN1CCOCC1)Cc1cc2cc3c(cc2[nH]c1=O)OCCO3	-3%	8.2µM*	2%
O=C(CO/N=C/c1ccc(OC(F)F)cc1)NC1CCCCCC1	1%	?	3%
COc1cc(/C=N/NC(=O)COc2cccc(F)c2)ccc1OS(=O)(=O)c1ccc(C)cc1	-7%	18µM*	-5%
O=C(c1c2c(nc3ccccc13)C(=O)N(C1CCCCC1)C2)N1CCN(c2ccc(F)cc2)CC1	17%	21µM*	31%[activator]
Fc1ccc(-n2nnnc2-c2ccccc2Cl)cc1	-20%	-5%	0%
COc1cc(CNCCc2ccc(F)cc2)ccc1OCc1ccc(Cl)nc1	-2%	18µM*	-7%
Cc1ccn2c(Nc3ccc(F)cc3)c(-c3ccc(C)o3)nc2c1	1%	16µM*	1%
O=C(CCC1N=C2c3ccccc3N=C(SCC(=O)Nc3ccccc3F)N2C1=O)NCc1ccccc1 (configuration not stated)	-22%	?	-2%
